# MLL CXXC-DNA inh = blocks binding of human MLL CXXC domain to DNA | hit rate 0.037% among 290,000 | Potency, µM (highest dose often 115 µM), for inactives: top-dose activity change, negative = inhibition, most hits filed as inhibitors | Q03164 | MLL-CXXC / FITC-HOXA9 DNA fluorescence polarization; active means well fitted inhibition curve with a large enough effect in the polarisation, with a control signal flat, not every such curve was filed as active; inconclusive means small, poorly fitted or top-dose-only effect, or effect the other way, or a change in a side signal; inactive means no such curve, though single readings can be large or run the other way; the % refers to the polarisation
#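 Purified MLL-CXXC (added from a 7 uM solution) was preincubated 5 min at ambient with pinned compounds in 50 mM Tris-HCl pH 7.5, 50 mM NaCl, 1 mM DTT, 0.05% BSA. Fluorescein-labeled HOX-A9 DNA (50 nM solution) followed, 30 min, then polarization read.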
# RORg inh = blocks mouse ROR gamma transcriptional activity; Drosophila S2 Gal4-RORgamma UAS-luciferase reporter, 20 h; hit rate 5.4% among 310,000; P51450; Potency, µM (top dose mostly 53.6 µM), for the others: top-dose activity change, negative = inhibition, actives largely listed as inhibitors; AID 2551; further: on the % scale 0 is the no-effect control and ±100 the full control effect; nearly all actives have a fitted effect of over 60% in size
# Target sequence (P51450 whole entry, looked up, the tested form may be a part): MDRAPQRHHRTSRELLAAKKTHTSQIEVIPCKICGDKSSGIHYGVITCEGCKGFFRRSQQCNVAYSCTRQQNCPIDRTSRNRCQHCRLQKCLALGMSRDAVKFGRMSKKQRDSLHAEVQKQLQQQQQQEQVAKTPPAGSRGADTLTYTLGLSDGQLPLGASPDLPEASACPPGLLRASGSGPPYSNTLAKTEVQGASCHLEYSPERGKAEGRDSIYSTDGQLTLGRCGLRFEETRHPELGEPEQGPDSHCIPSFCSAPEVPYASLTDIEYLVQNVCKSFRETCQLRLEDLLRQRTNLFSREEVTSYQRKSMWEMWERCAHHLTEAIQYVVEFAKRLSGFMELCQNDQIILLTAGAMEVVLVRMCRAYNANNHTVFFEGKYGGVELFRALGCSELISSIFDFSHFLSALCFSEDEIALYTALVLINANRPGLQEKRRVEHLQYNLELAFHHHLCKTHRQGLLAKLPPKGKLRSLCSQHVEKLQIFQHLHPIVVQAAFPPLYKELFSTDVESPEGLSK
#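 Schneider cells (Drosophila), stable Gal4 DBD–ROR gamma + UAS-luc; 1 hr cmpd preincubation; Cu2+ induction 700 uM final; 20 hr ambient; luminescence.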
# FLuc modulator = firefly luciferase modulation, counter-screen for miR-21 project | AID 588342 | purified FLuc, Km substrates, luminescence inhibition | hit rate 6.9% among 360,000 | P08659 | Potency, µM (doses to about 57.5 µM), for inactives: top-dose activity change, negative = inhibition, usual class: inhibitors;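 further: plate controls were vehicle for no effect and reference inhibitor for full effect; nearly all actives have a fitted effect of over 55% in size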
# Target sequence (P08659 whole entry, looked up): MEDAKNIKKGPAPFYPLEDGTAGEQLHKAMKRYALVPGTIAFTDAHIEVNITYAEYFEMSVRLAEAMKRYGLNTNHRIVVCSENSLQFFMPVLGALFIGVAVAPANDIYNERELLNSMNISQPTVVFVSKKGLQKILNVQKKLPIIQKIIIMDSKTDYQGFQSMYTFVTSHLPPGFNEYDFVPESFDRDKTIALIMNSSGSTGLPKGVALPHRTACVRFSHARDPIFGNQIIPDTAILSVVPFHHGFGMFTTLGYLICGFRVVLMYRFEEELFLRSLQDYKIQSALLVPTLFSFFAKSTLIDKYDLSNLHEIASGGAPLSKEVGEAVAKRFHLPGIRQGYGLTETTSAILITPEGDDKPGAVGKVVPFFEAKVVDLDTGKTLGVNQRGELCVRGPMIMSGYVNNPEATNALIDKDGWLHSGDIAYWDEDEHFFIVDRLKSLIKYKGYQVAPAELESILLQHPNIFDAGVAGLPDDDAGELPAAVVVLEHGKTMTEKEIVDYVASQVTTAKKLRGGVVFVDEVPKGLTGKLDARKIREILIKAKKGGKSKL
#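 Purified P. pyralis luciferase (10nM final) with 10uM D-luciferin and 10uM ATP (Km levels) in 50mM Tris acetate pH 7.5, 10mM Mg acetate, 0.01% Tween-20, 0.05% BSA; qHTS 6-point titration, ~60 µM downward; luminescence read.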
# uPA generation = inhibitors of cell surface uPA generation; cell surface uPA generation assay, qHTS; Potency, µM (titrated, usually from 38.3 µM), for inactives: top-dose activity change, negative = inhibition, most hits filed as inhibitors; hit rate 0.31% among 330,000; AID 540303; active means well fitted inhibition curve with a large enough effect; inconclusive means small, poorly fitted or top-dose-only effect; inactive means no such curve, though single readings can be large or run the other way; tested in mouse RAW 264.7 cells; further: on the % scale 0 is the no-effect control and ±100 the full control effect; nearly all actives have a fitted effect of over 55% in size
# MBNL1 CUG block = inhibitors of human MBNL1 binding to CUG repeat RNA | TR-FRET MBNL1-His/biotin-(CUG)12 binding, 665/545 ratio | hit rate 0.036% among 280,000 | Potency, µM (top dose mostly 57.5 µM), inactives show at the highest dose activity change, negative = inhibition, hits mostly inhibitors; active means well fitted inhibition curve with a large enough effect in the signal ratio, with a control signal flat, not every such curve was filed as active; inconclusive means small, poorly fitted or top-dose-only effect, or effect the other way, or a change in a side signal; inactive means no such curve, though single readings can be large or run the other way; the % refers to the signal ratio; further: on the % scale 0 is the no-effect control and ±100 the full control effect
#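 Inhibition of protein-RNA binding appears as loss of TR-FRET between terbium anti-His antibody on MBNL1-His and streptavidin-XL665 on biotin-(CUG)12. Activity is normalized to buffer-only and uninhibited-complex controls.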
# Rab9 promoter act = activators of Rab9 promoter; Huh7 Rab9 promoter-luciferase reporter, luminescence, 24 h; AID 485297; hit rate 2.8% among 320,000; Potency, µM (highest dose often 9.22 µM), for the others: at the top dose activation, negative = inhibition, hits mostly activators; further: % of control where 0% means no effect; nearly all actives have a fitted effect of over 60% in size
#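 Cell-based reporter: Huh7 stable for Rab9 promoter-driven luciferase, plated in reduced-serum medium with 10% FBS at 1500 cells/well, compound-treated 24 h at 37 °C, luminescence read after 10 min reagent.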
# BRCA1 expr up = activators of BRCA1 expression | MCF7-BRCA1-FFLuc reporter, luminescence, 48 h; response scale: scaled: vehicle 0%, 10 µM genistein 100% | hit rate 1.1% among 380,000 | Potency, µM (top dose mostly 46.1 µM), without a hit: at the top dose activation, actives largely listed as activators; further: nearly all actives have a fitted effect of over 80% in size; some results filed as inactive show a strong effect at the top dose
#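 MCF7-BRCA1-FFLuc cells, 2000/well in phenol-red-free MEM, attached 2 h then treated 48 h at 37 C. Luciferase luminescence read 15 min after reagent; normalized to genistein maximum activation (10microM) and DMSO, concentration-response fitted.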
# NPC1 prom act = NPC1 promoter activation; Huh7 NPC1 promoter luciferase reporter, 24 h; Potency, µM (doses to about 9.22 µM), for inactives: at the highest dose activation, usual class: activators; hit rate 2.4% among 320,000; AID 485313;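 further: % of control where 0% means no effect; nearly all actives have a fitted effect of over 60% in size; reporter is driven by a mutant NPC1 promoter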
#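 Huh7 cells stably carrying NPC1 promoter–luciferase, plated in Opti-MEM with 10% FBS for 2 h, were exposed to compound in DMSO for 24 h at 37 °C; luciferase reagent was added for 10 min and luminescence read.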
# ELG1 genotox = inducers of genotoxicity in HEK293T ELG1-luciferase cells. HEK293T ELG1-luciferase reporter, luminescence, 16 h. Potency, µM (series often up to 46 µM), for the others: at the highest dose activity change, positive = activation, hits mostly activators. hit rate 1.3% among 330,000. AID 504466; further: % of control where 0% means no effect; nearly all actives have a fitted effect of over 60% in size
#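 Genotoxicity was scored as increased ELG1-luciferase reporter signal, measured by ONE-Glo luminescence (30 min, room temperature). Compound or vehicle exposure of the HEK293T reporter cells lasted 16 hr at 37°C.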
# Gal4-VP16 FLuc = counter-screen for ROR gamma inhibitors: Gal4-VP16 reporter | Drosophila S2 Gal4-VP16 UAS-luciferase, luminescence, 20 h | Potency, µM (titrated, usually from 53.6 µM), for inactives: top-dose activity, negative = inhibition, actives largely listed as inhibitors | hit rate 3.5% among 310,000 | AID 2546;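 further: Gal4-VP16 expression switched on by copper sulfate through the metallothionein promoter; on the % scale 0 is the no-effect control and ±100 the full control effect; nearly all actives have a fitted effect of over 50% in size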
# p53 reactivation = mutant p53 re-activation in reporter cells. AID 504706. hit rate 0.063% among 320,000. Potency, µM (highest dose often 92.2 µM), without a hit: at the top dose activity change, positive = activation, most hits filed as activators. H1299 p53-A138V BP100-luciferase reporter, luminescence, 24 h; further: % of control where 0% means no effect; nearly all actives have a fitted effect of over 45% in size
#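 H1299 (p53-null), stable ts p53-A138V + BP100-Luc; 1000 cells/well, Opti-MEM/10% FBS; cpd 4 pt, 1:5; 24 h, 37 deg C, 5% CO2; detection reagent 10 min RT; luminescence.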
# An asterisk follows results filed as active; ? = inconclusive; nt = not tested or not shown; [ ] = another dose, or the depositor's remark. Unless noted, the call rests on the fitted dose curve; in most records, active means well fitted curve in the direction sought with a large enough effect; inconclusive means small, poorly fitted or top-dose-only effect, or another doubt; inactive means no such curve, though single readings can be large; an effect the other way counts as inactive or inconclusive. Potency means the concentration at half of the fitted maximal effect.
Structure	Gal4-VP16 FLuc	MLL CXXC-DNA inh	MBNL1 CUG block	p53 reactivation	ELG1 genotox	BRCA1 expr up	Rab9 promoter act	uPA generation	NPC1 prom act	RORg inh	FLuc modulator
CC(=O)c1cccc(S(=O)(=O)N(CCCO)Cc2cc3ccc(C)cc3[nH]c2=O)c1	-3.1%	4.1%	-4.2%	3.8%	-3.0%	7.3%	-0.3%	nt	-0.2%	24.8%	-0.9%
Cc1ccc(N(C)S(=O)(=O)c2cccc(C(=O)Nc3nnc(C4CC4)s3)c2)cc1	-7.6%	-8.6%	1.5%	14.7%	-4.0%	-3.3%	21.4%	-1.4%	-3.4%	11.2µM*	?
COc1ccc(NC(=O)c2cc(C)nc3ccccc23)c(OC)c1	0.4%	-0.2%	-1.4%	-3.0%	0.0%	-22.0%	-0.6%	4.1%	-0.6%	-13.7%	-0.8%
O=C(CSc1nc2nccnc2c(=O)n1Cc1cccs1)Nc1ccccc1F	8.1%	-9.5%	?	5.5%	-0.5%	-10.5%	-3.7%	-3.9%	1.7%	?	3.1%
Cc1ccc(C)c(S(=O)(=O)NCC(=O)NCc2ccco2)c1	15.9%	11.9%	-8.5%	-3.8%	0.2%	-6.8%	-6.6%	0.8%	-2.3%	-4.9%	3.2%
O=[N+]([O-])c1ccccc1/C=N/NC1=NS(=O)(=O)c2ccccc21	-9.2%	-0.1%	?	1.2%	-3.1%	11.8%	-1.9%	1.0%	-4.8%	1.6%	?
COc1ccc(C2C(=O)c3ccccc3C2=O)c(OC)c1	3.9%	-8.4%	-6.5%	2.8%	0.9%	0.5%	-2.6%	-0.3%	1.8%	-4.3%	-0.8%
COc1cc(-c2nnc3n2N=C(c2ccccc2)CS3)cc(OC)c1OC	-5.0%	-2.8%	-7.2%	0.9%	-14.7%	-100.0%[inhibitor]	-12.2%	-17.0%	-24.6%	-6.3%	-1.2%
CC(C)N(CCCNC(=O)C1CCC(CNS(=O)(=O)c2ccccc2)CC1)Cc1ccccc1 (stereo not drawn)	19.4%	-2.8%	-2.9%	?	-5.6%	-28.6%	0.5%	-22.1%	-1.4%	-11.6%	1.6%
CC(C)COc1ccc(C(=O)OC2CC(C)(C)OCC2CN(C)C)cc1 (stereo not drawn)	4.5%	0.4%	-5.1%	0.7%	-6.4%	-29.8%	-8.1%	8.6%	-5.0%	-8.1%	3.5%
CCCCc1ccc(NC(=O)C(C)CC)cc1 (stereo not drawn)	3.98µM*	-14.0%	12.9%	5.1%	6.4%	?	18.5%	-3.7%	0.5%	1.41µM*	?
CC(C)OC(=O)/C(=C\C=C\c1ccccc1)NC(=O)c1ccccc1	-1.3%	15.1%	-1.9%	-2.5%	-2.0%	-17.7%	-6.9%	-0.2%	-6.0%	-11.3%	-2.1%
CC1(C)OC(c2ccccc2)=C/C(=C\C=N\NC(=O)c2ccncc2)O1	0.562µM*	-8.4%	?	-1.0%	-9.0%	0.0%	-1.9%	4.7%	0.4%	0.398µM*	-10.8%
O=C1/C(=C/c2cccnc2)SC(=S)N1CCc1ccccc1	-10.3%	-4.8%	-1.1%	?	?	-22.0%	-2.0%	-8.7%	0.2%	3.2%	10.7µM*
NS(=O)(=O)OCC(Cc1ccccc1)N1C(=O)c2ccccc2C1=O (stereo not drawn)	-4.6%	-7.2%	19.4%	7.8%	-1.2%	0.0%	-0.3%	8.4%	0.5%	0.2%	2.7%
COc1ccc(N2CCN(C(=O)C3CCCN(S(=O)(=O)c4ccc(C)cc4)C3)CC2)cc1 (stereo not drawn)	?	-8.5%	1.3%	-7.0%	-7.3%	-41.7%	-1.4%	-4.6%	1.1%	?	1.0%
Cc1ccccc1CNC(=O)C(=O)NCC1CCCN1S(=O)(=O)c1ccccc1 (stereo not drawn)	nt	nt	nt	1.7%	-8.9%	-9.4%	7.4%	2.1%	0.0%	nt	-14.9%
C=CCn1c(COc2ccc(OC)cc2)nnc1SCn1nnc2ccccc2c1=O	-6.5%	-4.3%	4.9%	-7.7%	1.0%	-11.2%	2.3%	-2.9%	-3.4%	?	3.4%
CC(C)CN1C(=O)N(c2ccc(Cl)cc2)C(C)(O)CC1(C)C (stereo not drawn)	-1.3%	?	-4.2%	-1.6%	-3.1%	-0.6%	-6.3%	2.1%	-4.1%	-0.4%	0.6%
CCOC(=O)C1C(c2cccs2)NC(=O)N(C)C1(O)C(F)(F)F (stereo not drawn)	-1.0%	-3.8%	-7.2%	-4.4%	0.5%	2.2%	-0.6%	-0.4%	1.5%	-17.0%	5.7%
CCc1c(C)c2c(C)nn(-c3ccccc3)c2[nH]c1=O	4.4%	-1.6%	?	-4.9%	4.8%	-60.2%	1.2%	-8.2%	1.6%	-6.1%	-2.7%
CCc1c(C)nc(SCC(=O)N2C(C)CCCC2C)[nH]c1=O (stereo not drawn)	-4.3%	3.2%	0.9%	-5.2%	?	-30.6%	0.8%	-12.0%	-4.1%	?	-1.0%
Cc1cccc2nc(=S)n(C(=O)c3ccco3)n12	0.5%	2.2%	1.1%	?	?	-8.3%	1.26µM*	6.5%	?	?	1.07µM*
Cc1sc(NC(=O)c2oc3ccccc3c2C)c(C#N)c1C	-4.6%	12.8%	16.1%	-0.9%	1.0%	2.2%	19.9%	nt	13.7%	25.3%	0.5%
CSc1ccccc1NC(=O)CSc1nnc(CNC(=O)c2ccccc2F)n1C	4.5%	5.0%	-3.4%	-1.9%	-2.1%	-1.0%	-1.2%	6.8%	-2.6%	0.2%	-0.8%
O=C(CN1C(=O)COc2ccccc21)NCCCN1CCOCC1	6.1%	2.8%	-4.5%	-2.8%	0.6%	4.3%	1.1%	2.2%	0.3%	-19.4%	3.9%
Cc1ccc(NC(=O)CC2SC(=NCC3CCCO3)NC2=O)cc1Cl (stereo not drawn)	4.2%	23.2%	?	-10.6%	-0.8%	2.6%	0.9%	2.6%	1.0%	33.5%	-0.2%
CCN(CC)CCN(CC)Cc1ccccc1Br	-5.6%	2.4%	1.3%	-8.7%	-4.4%	-26.2%	-1.8%	nt	0.4%	-28.7%	-1.7%
CCOC(=O)CN1CC23C=CC(O2)C(C(=O)NCc2cccs2)C3C1=O (stereo not drawn)	-7.5%	-10.8%	3.4%	-0.1%	2.6%	9.5%	0.1%	2.7%	-0.4%	-6.1%	1.4%
COc1ccc([N+](=O)[O-])cc1NC(=O)N(C)Cc1ccco1	0.7%	16.7%	?	-5.5%	0.1%	5.1%	0.3%	0.9%	-4.4%	19.4%	3.9%
Cc1cccn2c(=O)c(/C=N/O)c(N3CCOCC3)nc12	4.8%	0.2%	?	10.6%	0.6%	-31.3%	2.2%	-1.8%	-3.5%	-12.6%	3.9%
COc1ccc(OC)c(/C=N/NC(=O)c2cc[n+](CC(=O)c3ccccc3)cc2)c1	1.3%	1.6%	?	0.1%	-2.9%	15.1%	6.8%	-14.8%	1.9%	-8.6%	-0.3%
COc1ccc(C(=O)N(Cc2ccccc2)c2cccc(C)c2)cc1S(=O)(=O)N1CCOCC1	nt	nt	nt	-6.5%	0.0%	-17.0%	4.0%	?	-2.6%	nt	-0.8%
N#Cc1ccccc1COc1ccc(/C=C/C(=O)O)cc1	0.708µM*	-6.4%	-5.4%	-11.2%	-2.5%	-82.0%	-18.3%	2.7%	-4.8%	0.178µM*	2.39µM*
CCOC(=O)N1CCC(NC(=O)c2cc(C(=O)Nc3ccc(S(=O)(=O)N4CCOCC4)cc3)ccc2CO)CC1	0.7%	-5.8%	17.4%	10.5%	?	-2.1%	-0.1%	14.7%	-0.6%	-31.5%	-0.9%
COc1ccc(-c2csc(N3CCC(C(N)=O)CC3)n2)cc1	nt	nt	nt	0.2%	7.0%	?	?	10.7%	25.6%	nt	21.3µM*
COc1ccc(NC(=O)c2ccc(N3C(=O)C4CC=C(C)CC4C3=O)cc2)c(OC)c1 (stereo not drawn)	4.7%	-19.5%	-9.8%	-9.1%	-1.9%	0.9%	-9.2%	1.5%	-6.0%	-4.6%	0.8%

# The list is partial (hit frequency here may not be typical).
